C8 TRAIL sens: viability loss with TRAIL in NB7+C8 cells, primary screen, TRAIL sensitizer project, cell-based, ATPlite luminescence | inhibition (viability loss, TRAIL sensitization), % at 10 µM | AID 624354, 2012 | actives 1% (n = 360,000);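 active = compounds causing at least 50% loss of cell viability in the single-dose screen, relative to plate controls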
KKLEB tox: cytotoxicity in KKLEB CF airway cells, primary screen, cytotoxicity control for CF NF-kB inhibitor project, cell-based, uHTS, fluorescence assay plates; KKLEB CF airway cells viability, ATPlite luminescence, overnight; active compounds read low; cells stimulated with P. aeruginosa culture filtrate; activity change (cytotoxicity), % at 5 µM; actives 0.36% (n = 360,000);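 active = corrected activity change at or below -50% at 5 µM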
TRPM1 prom inh: inhibitors of MITF-dependent TRPM1 promoter reporter, primary screen, cell-based, SK-MEL-5, single point, luciferase; AID 488899, 2010; inhibition, % at 12.5 µM; actives 0.83% (n = 330,000); SK-MEL-5 TRPM1 promoter luciferase, 24 h;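 active = mean inhibition across replicates of 60% or more, whatever share of single replicates reaches that level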; also: values of inactives mirror those of a sister screen read the other way
LMP1 NFkB inh: EBV LMP1-driven NF-kappaB luciferase reporter inhibitors, primary screen, cell-based, luminescence, single point; actives 0.69% (n = 350,000); AID 504558, 2011; LMP1-induced NF-kappaB luciferase reporter cells; inhibition, % at 12.5 µM; in the data active = inhibition above about 41%;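 also: 0% = neutral control wells and 100% = reference inhibitor control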
iPSC survival up: enhancers of single-cell hiPSC survival, primary screen, ATPlite luminescence; 100% = ROCK inhibitor wells, 0% = DMSO; survival enhancement, % at 20 µM; actives 0.044% (n = 360,000); AID 602274, 2012; in the data active = survival enhancement above about 18%;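 also: cells exposed to compounds for 16 hours before the ATP read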
CF NFkB block: inhibitors of PAF-induced NF-kB signaling, primary screen, cell-based, GFP fluorescence, uHTS; KKLEB NF-kB-GFP reporter, GFP fluorescence overnight; inhibition, % at 5 µM; actives 0.86% (n = 360,000); AID 588850, 2011;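 active = at least 50% inhibition at 5 µM, scaled per plate between neutral and stimulator controls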;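 also: PAF is a Pseudomonas aeruginosa culture filtrate used as stimulus; plate controls were PAF-stimulated DMSO wells for no effect and unstimulated DMSO wells for full effect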
NR2E3 ag-1: NR2E3 agonists in two-hybrid cells, primary screen, cell-based, luminescence, CHO-S, Gal4-NCOR/VP16-NR2E3. actives 0.35% (n = 360,000). inhibition of corepressor binding, % at 3.98 µM. luciferase. AID 602229, 2012. Photoreceptor-specific nuclear receptor (Homo sapiens), Q9Y5X4;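 active = inhibition above the mean of all tested compounds plus 3 SD, cut at about 70% in these data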;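 also: 0% = DMSO with NR2E3 transfected cells and 100% = cells lacking NR2E3 construct; higher means lower luciferase signal from less NR2E3 corepressor binding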
Target sequence (Q9Y5X4 whole entry, looked up, the tested form may be a part): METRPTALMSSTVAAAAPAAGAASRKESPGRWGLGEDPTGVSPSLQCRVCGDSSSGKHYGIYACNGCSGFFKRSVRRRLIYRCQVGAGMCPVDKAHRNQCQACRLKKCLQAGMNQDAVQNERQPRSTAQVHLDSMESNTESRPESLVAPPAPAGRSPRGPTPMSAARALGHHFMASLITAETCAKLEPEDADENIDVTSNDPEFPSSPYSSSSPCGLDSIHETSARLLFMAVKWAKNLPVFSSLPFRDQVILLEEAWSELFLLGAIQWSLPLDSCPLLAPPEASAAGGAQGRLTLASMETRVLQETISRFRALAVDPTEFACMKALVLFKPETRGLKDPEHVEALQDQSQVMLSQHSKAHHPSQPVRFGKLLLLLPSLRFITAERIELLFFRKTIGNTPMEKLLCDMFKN
Peg3 promoter: Peg3 promoter-driven luciferase inhibitors, primary screen, cell-based, HeLa, luciferase luminescence | HeLa PEG-Prom luciferase reporter, overnight | inhibition, % at 20 µM | actives 1.7% (n = 360,000) | AID 588405, 2011;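 active = inhibition of at least 50% at 20 µM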
NR2E3 ag-2: inhibitors of NR2E3-RetCOR corepressor binding, primary screen, NR2E3 agonist project, biochemical, TR-FRET, GST-NR2E3, biotin-RetCOR; Photoreceptor-specific nuclear receptor (Homo sapiens), Q9Y5X4; 1536-well; inhibition of corepressor binding, % at 4.78 µM; actives 0.12% (n = 320,000); AID 2300, 2010;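 active = percent inhibition above the cutoff of mean plus 3 SD of all tested compounds, set per screening campaign, cut at about 20% in these data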;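 also: 0% = DMSO wells and 100% = biotin wells as full block of FRET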
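System: GST-tagged NR2E3 plus biotinylated RetCOR corepressor; Buffer or medium: pH 7.5 Tris-based buffer; Probe or stimulus: RetCOR corepressor, biotinylated, 7 nM; Doses: compound at 4.8 µM, single dose; Schedule: 5 h incubation at 4 °C; Technique: time-resolved FRET; Evaluation: percent inhibition of TR-FRET ratio; Replication: one well per compound, singlicate testing.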
Shn3 3UTR inh: reduction of Shn3 3'UTR firefly luciferase signal, primary screen, Schnurri-3 inhibitor project, cell-based, Clone20 osteoblasts, set 2 | Clone20 osteoblast Shn3 3'UTR firefly luciferase, 24 h | inhibition, % at 12.5 µM | actives 0.52% (n = 360,000);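 active = mean inhibition of at least 75% with every replicate also reaching 75%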;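 also: 0% = median of neutral control wells and 100% = pilot-screen positive control compound; some compounds past the cut are filed as inactive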
HIF-2a block: HIF-2a reporter inhibitors, primary screen, luminescence, 786-0 RCC cells. 786-0 RCC cells HIF-2a reporter, luciferase luminescence, overnight. inhibition, % at 18.8 µM. actives 0.72% (n = 360,000);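 active = inhibition of the luminescence signal of 40% or more relative to plate controls, in a single-dose primary screen at 18.75 µM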
* hit, by the source's call; . = no result given. A portion of the library (hit frequency here may not be typical).

SMILES	C8 TRAIL sens	KKLEB tox	TRPM1 prom inh	LMP1 NFkB inh	iPSC survival up	CF NFkB block	NR2E3 ag-1	Peg3 promoter	NR2E3 ag-2	Shn3 3UTR inh	HIF-2a block
Cc1ccc(CN2CCN(CC(=O)NCc3ccccc3)CC2)cc1	9	6	10	8	0.5	-31	1	15	.	3	19
O=C(O)CC(c1ccccc1)n1cnnn1 (stereo not given)	-17	-2	5	7	-1.2	3	-9	-2	1	4	7
CC1(C)Oc2c(ccc(O)c2CN2CCOCC2)C2=C1CCCC2	14	-5	0	4	2.8	7	-7	1	.	14	5
Cc1ccsc1/C=N/NC(=O)c1cccs1	-4	0	-56	-12	0.7	5	-105	-216	1	-109	-195
Cc1cc(C)c2nc(N3CCC(C(=O)NCC4CCCO4)CC3)sc2c1 (stereo not given)	1	18	-21	-7	1.8	-6	-28	-35	3	-13	-50
CCCn1cnc2c(sc3nc4c(cc32)CSC(C)(C)C4)c1=O	-1	-1	-62	-21	3.5	6	-50	-446	0	-88	-243
COc1ccc([C@@H]2[C@@H]3C(=O)N(C(C)(C)C)C(=O)[C@@H]3[C@]3(Cc4ccc(Cl)cc4)C(=O)N(c4cccc(Br)c4)C(=O)N23)cc1	4	-5	-6	14	0.6	10	11	3	3	15	9
O=C(CSc1nnc2c(n1)[nH]c1ccccc12)NCc1ccco1	-6	2	9	-3	2.0	6	-5	9	-4	-10	-24
COc1ccc(NC(=O)COC(=O)c2ccc(S(=O)(=O)N3CCCCCC3)cc2)c(OC)c1	-3	-1	-9	-8	-0.6	-4	23	-1	.	-6	12
CCc1ccccc1NC(=O)CSc1nnc([C@H](CCSC)NC(=O)OC(C)(C)C)o1	4	4	-1	-1	-1.1	-3	5	-1	2	6	9
c1ccc(-c2[nH]ncc2CN2CCc3ccccc3C2)cc1	6	-8	18	-4	1.0	-4	2	24	3	-2	15
O=C1CN(C(=O)N[C@@H](Cc2ccccc2)C(=O)N[C@H](C(=O)O)c2ccccc2)c2ccccc2N1	3	7	3	-2	-0.4	2	-19	11	1	-22	4
CCCOc1ccc(C2=CC(=O)C[C@H](c3ccc(OC)cc3)C2)cc1	11	-12	-37	2	-1.6	8	-54	-135	1	-24	-152
COc1ccc(CCn2c(N)cc(=O)[nH]c2=O)cc1OC	2	-5	8	8	-1.5	12	22	-1	1	9	26
COC(C(=O)NC1CC1)c1ccccc1 (stereo not given)	-4	9	13	-9	0.1	-8	3	6	1	15	19
CC(=O)CCC(=O)CNC(=O)CC[C@H]1O[C@@H](n2ccc(=O)[nH]c2=O)[C@H](O)[C@@H]1O	8	-3	.	.	0.6	-6	21	4	.	17	8
Cc1[nH]c(=O)[nH]c(=O)c1/C=N/NC(=O)[C@@H](N)CC(C)C	10	10	13	2	0.6	-36	-7	6	3	14	10
CCOc1ccc(OCC)c(NC(=O)C2CCN(S(=O)(=O)c3c(C)[nH]c(=O)[nH]c3=O)CC2)c1	-2	-6	15	2	-2.1	10	1	1	0	-1	17
Cc1ccccc1N1CCN(S(=O)(=O)c2ccc3ccccc3c2)CC1	-6	-20	10	6	0.6	12	7	14	-2	13	9
Cc1cc(NC(=O)COC(=O)c2ccccc2[N+](=O)[O-])no1	0	2	-10	-9	-0.4	18	-19	4	3	-8	15
COC(=O)NNC(=O)C1CCC(C(=O)NNC(=O)OC)CC1 (stereo not given)	-5	-5	-3	4	-2.4	9	-9	7	2	3	14
CCCCOc1ccc(C(=O)CCN2CCOCC2)cc1	2	1	2	3	-4.6	-6	-17	11	1	12	-28
COc1ccc(CC(=O)OCC(=O)c2c[nH]c3ccccc23)cc1	2	9	14	-2	-0.4	-23	3	-11	0	2	5
CC(C)COc1nc2ccccc2nc1N1CCN(C)CC1	6	-1	-17	-3	-0.5	2	-15	20	.	2	0
CC1(C)NC(=O)N(CC(=O)N2CCN(S(=O)(=O)c3cc(Cl)ccc3Cl)CC2)C1=O	6	10	5	2	0.5	10	-8	-1	-1	-18	9
COc1ccc(-c2c(C)nc3c(-c4ccc(F)cc4)cnn3c2N)cc1	22	-10	.	-16	-0.5	6	-57	-66	2	-77	-170
O=C(Nc1cccc2ccccc12)c1ccc(Br)o1	5	8	-4	11	-2.7	-10	-27	-10	.	7	-13
CC(C)C1CCN(C(=O)C2CCC(=O)N(CCc3ccc(Cl)cc3)C2)CC1 (stereo not given)	-3	5	16	4	0.2	4	19	0	-4	-7	-2
O=C(O)c1cc(S(=O)(=O)Nc2ccc3cn[nH]c3c2)ccc1Br	-10	1	34	-9	-0.5	-37	13	6	1	-4	17
CCN(CC)c1ccc2cc(-c3nc4ccccc4n3C)c(=O)oc2c1	29	-21	-8	-25	-1.9	27	-44	-169	3	13	-261
CC(=O)N1CCc2cc(S(=O)(=O)NC(C(=O)Nc3nc(C)cs3)C(C)C)ccc21 (stereo not given)	4	-4	12	-3	-1.1	9	-18	6	3	-7	9
CC1CCc2c(sc(NC(=O)/C=C/c3cccs3)c2C(=O)O)C1 (stereo not given)	-5	-18	-11	-8	-0.7	21	-9	-66	2	-47	-148
O=C(CN1C(=O)c2ccc([N+](=O)[O-])cc2C1=O)NC1CCS(=O)(=O)C1 (stereo not given)	4	8	-1	-5	3.0	2	-10	-4	-4	-8	7
O=[N+]([O-])c1cc(CN(CCO)CCO)ccc1O	6	7	10	6	0.1	-12	2	-11	-1	10	18
CCCNC(=O)C(Cc1cccc(C#N)c1)NC(=O)c1ccc(C#N)cc1 (stereo not given)	-17	0	.	-22	-1.0	-6	9	-12	2	-4	0
CC1=C(C(=O)OCC2CCCO2)C(c2coc3ccc(C)cc3c2=O)C2=C(CCCC2=O)N1 (stereo not given)	2	4	22	-3	0.2	-4	-16	2	3	7	13

Gathered by group, the compounds so far containing a tert-butyl group
SMILES	C8 TRAIL sens	KKLEB tox	TRPM1 prom inh	LMP1 NFkB inh	iPSC survival up	CF NFkB block	NR2E3 ag-1	Peg3 promoter	NR2E3 ag-2	Shn3 3UTR inh	HIF-2a block
COc1ccc([C@@H]2[C@@H]3C(=O)N(C(C)(C)C)C(=O)[C@@H]3[C@]3(Cc4ccc(Cl)cc4)C(=O)N(c4cccc(Br)c4)C(=O)N23)cc1	4	-5	-6	14	0.6	10	11	3	3	15	9
CCc1ccccc1NC(=O)CSc1nnc([C@H](CCSC)NC(=O)OC(C)(C)C)o1	4	4	-1	-1	-1.1	-3	5	-1	2	6	9

(listing goes on)
SMILES	C8 TRAIL sens	KKLEB tox	TRPM1 prom inh	LMP1 NFkB inh	iPSC survival up	CF NFkB block	NR2E3 ag-1	Peg3 promoter	NR2E3 ag-2	Shn3 3UTR inh	HIF-2a block
COc1ccc(CNC(=O)CN(C(=O)c2ccc(CN3CCOCC3)o2)C2CCCC2)cc1	-8	-7	1	-1	4.5	3	-15	6	0	-7	-20
CCOc1ccc(-c2ncncc2-c2ccc(OC)c(OC)c2)c(O)c1	1	-12	-1	-4	0.7	6	-38	-4	1	3	-5
CC(C)(C)c1ccc(S(=O)(=O)N2CCN(c3ccccn3)CC2)cc1	-2	-16	-2	-1	-0.6	26	-12	9	-2	10	7
CC1(C(=O)NS(=O)(=O)c2ccccc2)CCN1C(=O)Cc1cc(F)ccc1F (stereo not given)	-13	5	.	.	0.6	8	-23	0	.	15	8
CCc1cc(C(=O)N(CCCOC)c2c(N)n(Cc3ccccc3)c(=O)[nH]c2=O)sc1C	-8	6	0	4	2.3	-21	-31	7	-2	8	10
Cc1ccc(Cn2c(=O)c3ccccc3n3c(CCC(=O)O)nnc23)cc1	-4	17	.	-9	-0.1	9	-11	4	3	-11	13
COc1ccc(NC(=O)CCN2C(=O)/C(=C/c3ccc4c(c3)OCO4)SC2=S)cc1	40	11	-16	-2	-0.6	-17	-21	-18	3	-3	10
O=C(O)CCCc1nc2ccccc2s1	-1	-2	-1	1	-2.5	-12	-11	-36	-3	10	-35
COc1ccc(CC(=O)NC(C)CCc2ccccc2)cc1 (stereo not given)	-3	-14	19	0	0.3	-15	11	-11	-4	-1	13
CN(CC(=O)Nc1ccccc1C(F)(F)F)C(=O)C1CCN(S(=O)(=O)c2ccc3c(c2)OCCO3)CC1	-18	15	7	2	0.5	-21	-8	10	2	-18	4
Cc1ccc(NC(=O)CSCc2cc(=O)n3cc(C)sc3n2)cc1	-4	4	7	0	-0.5	-16	-12	-2	-1	-7	-1
COc1ccc(C)cc1NCC(=O)Nc1ccc(C(C)(C)C)cc1	-1	7	3	-2	1.6	-14	0	-3	1	11	8

7 entries out of the list above, arranged by the value under CF NFkB block, rising.
| mol | TRPM1 prom inh | LMP1 NFkB inh | CF NFkB block | NR2E3 ag-1 | Peg3 promoter | NR2E3 ag-2 | Shn3 3UTR inh | HIF-2a block |
| --- | --- | --- | --- | --- | --- | --- | --- | --- |
| Cc1ccc(CN2CCN(CC(=O)NCc3ccccc3)CC2)cc1 | 10 | 8 | -31 | 1 | 15 | . | 3 | 19 |
| CN(CC(=O)Nc1ccccc1C(F)(F)F)C(=O)C1CCN(S(=O)(=O)c2ccc3c(c2)OCCO3)CC1 | 7 | 2 | -21 | -8 | 10 | 2 | -18 | 4 |
| Cc1cc(C)c2nc(N3CCC(C(=O)NCC4CCCO4)CC3)sc2c1 (stereo not given) | -21 | -7 | -6 | -28 | -35 | 3 | -13 | -50 |
| O=C(CSc1nnc2c(n1)[nH]c1ccccc12)NCc1ccco1 | 9 | -3 | 6 | -5 | 9 | -4 | -10 | -24 |
| CC1(C(=O)NS(=O)(=O)c2ccccc2)CCN1C(=O)Cc1cc(F)ccc1F (stereo not given) | . | . | 8 | -23 | 0 | . | 15 | 8 |
| CC1(C)NC(=O)N(CC(=O)N2CCN(S(=O)(=O)c3cc(Cl)ccc3Cl)CC2)C1=O | 5 | 2 | 10 | -8 | -1 | -1 | -18 | 9 |
| Cc1cc(NC(=O)COC(=O)c2ccccc2[N+](=O)[O-])no1 | -10 | -9 | 18 | -19 | 4 | 3 | -8 | 15 |

Screening results (PubChem)
